Source: PubChem
ERa coact inh: blocks coactivator binding to human estrogen receptor alpha. TR-FRET ER-alpha LBD / SRC-1 peptide, estradiol-bound. inhibition, % at 25.6 µM. P03372. 1.7% of 86,000 active. AID 629; in the data active = inhibition above about 50%;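 also: 0% = receptor plus peptide control and 100% = peptide only without receptor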
FAK inh: FAK (human) kinase inhibition | Q05397 | biochemical FAK kinase activity assay | inhibition, %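 (tested at 7 µM)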 | 0.84% of 97,000 active | AID 727; in the data active = inhibition above about 19%;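 also: 0% = DMSO and 100% = reference compound high control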
PTPN22 act: increases human PTPN22 phosphatase activity | Q9Y2R2 | recombinant LYP, DiFMUP fluorescence; 0 = plate median, 100 = signal doubled | activation, % at 2 µM | 0.11% of 96,000 active | AID 697;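 active = activation at 2 µM above a set limit, the mean plus 5 SD, cut at about 37% in these data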
Pyk2 oligo antag: antagonists of human Pyk2 oligomerization. 0.83% of 99,000 active. AID 1347419. Q293 cells, Pyk2 FERM NanoBiT luminescence; active compounds read low. Q14289. z-score (the deposit names both 25 µM and 10 µM);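 active = Z-score of -3 or lower, scaled per plate to the spread of control and sample wells; inactive = z-score above -3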;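 also: negative z-score means lost luminescence so less FERM oligomerization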
Target sequence (Q14289 whole entry, looked up): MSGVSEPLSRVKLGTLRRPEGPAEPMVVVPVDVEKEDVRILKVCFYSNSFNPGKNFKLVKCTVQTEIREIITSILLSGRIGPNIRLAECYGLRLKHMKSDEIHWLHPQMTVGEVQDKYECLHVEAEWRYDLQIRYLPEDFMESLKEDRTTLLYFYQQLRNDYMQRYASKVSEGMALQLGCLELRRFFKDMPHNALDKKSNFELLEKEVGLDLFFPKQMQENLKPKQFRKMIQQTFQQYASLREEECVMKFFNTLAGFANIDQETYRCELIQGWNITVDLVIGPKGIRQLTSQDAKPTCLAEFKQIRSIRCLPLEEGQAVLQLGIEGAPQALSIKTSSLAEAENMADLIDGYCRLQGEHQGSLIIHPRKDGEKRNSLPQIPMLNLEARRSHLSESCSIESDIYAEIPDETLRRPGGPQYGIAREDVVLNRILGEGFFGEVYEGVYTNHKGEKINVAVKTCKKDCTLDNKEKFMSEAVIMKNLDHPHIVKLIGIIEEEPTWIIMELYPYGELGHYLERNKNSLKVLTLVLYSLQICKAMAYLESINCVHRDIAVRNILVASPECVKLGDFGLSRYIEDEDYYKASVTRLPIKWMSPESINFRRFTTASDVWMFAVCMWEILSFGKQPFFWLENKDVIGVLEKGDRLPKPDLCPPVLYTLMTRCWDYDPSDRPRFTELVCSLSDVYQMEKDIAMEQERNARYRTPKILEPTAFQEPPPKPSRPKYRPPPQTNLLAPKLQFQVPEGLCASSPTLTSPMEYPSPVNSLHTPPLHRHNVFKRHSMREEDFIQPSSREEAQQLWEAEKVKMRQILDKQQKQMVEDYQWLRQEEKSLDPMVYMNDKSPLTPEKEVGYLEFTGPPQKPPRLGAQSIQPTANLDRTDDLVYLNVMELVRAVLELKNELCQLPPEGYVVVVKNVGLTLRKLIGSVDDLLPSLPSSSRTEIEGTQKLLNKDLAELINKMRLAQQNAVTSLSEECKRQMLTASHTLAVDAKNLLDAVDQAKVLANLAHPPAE
HUVEC tox TNFa: toxic to HUVEC cells under TNF alpha stimulation; HUVEC TNFalpha-stimulated, Hoechst cell count, imaging; cell count reduction, % at 2 µM; AID 848; 0.17% of 93,000 active;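 active = cell count reduction exceeding the screen mean by over 5 SD, scaled to untreated wells per plate, cut at about 78% in these data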;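 also: cells counted after 24 h of TNF alpha exposure following the 1 h pretreatment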
PTPN22 inh 2: inhibitors of human LYP (PTPN22) phosphatase; Q9Y2R2; recombinant LYP catalytic domain, DiFMUP fluorescence; inhibition, % at 2 µM; 0.21% of 96,000 active; AID 640;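 active = inhibition at 2 µM at or above a set limit, the screen mean plus 3 SD, cut at about 24% in these data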;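 also: 0% = DMSO with enzyme and 100% = enzyme fully blocked by orthovanadate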
cytoskel mod: alters cytoskeleton assembly in HUVEC cells; HUVEC TNFa F-actin phalloidin imaging, high content; inhibition, % at 2 µM; 0.18% of 91,000 active;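 active = inhibition above the batch mean plus 3 SD and confirmed as a hit by visual image inspection, cut at about 30% in these data, passing the limit was not always enough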; also: strong numbers were not always called active
HUVEC tox IL1B: toxic to HUVEC cells under IL-1B stimulation; HUVEC cell count loss, Hoechst imaging, IL-1B stimulated; cell count reduction, % at 2 µM; 0.41% of 94,000 active; AID 845;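 active = cell count reduction more than 3 SD above the screen-wide mean, cut at about 70% in these data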;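 also: normalized per plate to untreated control cells as the no-loss baseline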
VCAM1 TNFa inh: reduces TNF alpha induced VCAM1 expression in HUVEC; 0.48% of 95,000 active; inhibition, % at 2 µM; HUVEC TNFa-induced VCAM-1 immunofluorescence, high-content imaging;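 active = inhibition above the batch mean plus 3 SD, with images confirmed as a hit by eye, cut at about 37% in these data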;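 also: 0% = TNF-stimulated DMSO wells and 100% = unstimulated control wells; not every result past the cut was called active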
Starred values were filed as active, the others as inactive; . = not tested or not shown; [ ] = remark or other dose. Compounds as they come. Share with any hit: about 3.8%.

Short keys – A = ERa coact inh; B = FAK inh; C = PTPN22 act; D = Pyk2 oligo antag; E = HUVEC tox TNFa; F = PTPN22 inh 2; G = cytoskel mod; H = HUVEC tox IL1B; I = VCAM1 TNFa inh
COCCn1c(SCC(=O)OC(C)C)nnc1-c1ccccc1
  A = 0[fluorescence artefact?]	B = -1	C = 0	D = 0.22	E = -22	F = 0	G = -6	H = -17	I = -5
CC1(C2(O)CC(c3ccccc3)ON2)CCCCC1 (configuration not stated)
  A = -11	B = 1	C = -6	D = .	E = 4	F = 6	G = 1	H = -16	I = -8
Cc1ccc(NC(=O)CCN2C(=O)CSC2=O)cc1
  A = -20[fluorescence artefact?]	B = 1	C = 11	D = 1.1	E = -26	F = -9	G = -3	H = -4	I = 6
CCc1c(C)sc(NC(=O)c2ccc(Br)o2)c1C(=O)OC
  A = 5	B = 8	C = -12	D = -1.7	E = 36	F = 15	G = -38	H = 0	I = 28
COc1ccc(C2Nc3ccc4ccccc4c3-c3c2c(=O)oc2ccccc32)cc1 (configuration not stated)
  A = .	B = 3	C = 1	D = -2.7	E = -3	F = -2	G = -15	H = -7	I = 25
Cc1cccc(Nc2ncccc2C(=O)O)c1C
  A = -6	B = -2	C = 9	D = .	E = 38	F = -11	G = 11	H = .	I = 3
CCOc1ccccc1Nc1nnc(SCc2ccc(C(=O)OC)o2)s1
  A = 9	B = 1	C = 3	D = 0.78	E = -22	F = -5	G = 2	H = -29	I = 5
CCOC(=O)c1[nH]c(C)c(C(=O)Nc2ccc3c(c2)CCC3)c1C
  A = 5	B = -3	C = 8	D = -0.39	E = -8	F = -9	G = -5	H = -10	I = -4
Cc1nn(C)cc1/C=N/n1nnnc1N
  A = -3	B = -2	C = -1	D = 0.32	E = -5	F = 1	G = 15	H = -134	I = 1
COc1ccc(OCC(=O)Nc2ccc(N3CCOCC3)cc2)cc1
  A = 7	B = 5	C = 1	D = 0.45	E = -6	F = -4	G = 3	H = .	I = 14

Short keys – A = ERa coact inh; B = FAK inh; C = PTPN22 act; D = Pyk2 oligo antag; E = HUVEC tox TNFa; F = PTPN22 inh 2; G = cytoskel mod; H = HUVEC tox IL1B; I = VCAM1 TNFa inh
O=S(=O)(Nc1cccc2cccnc12)c1ccc(S(=O)(=O)N2CCCC2)cc1
  A = -4	B = -7	C = 4	D = -1.9	E = -16	F = -4	G = -14	H = 0	I = 3
O=C(Cn1cnc2ccc(Cl)cc2c1=O)c1cccs1
  A = .	B = -5	C = 9	D = -0.65	E = 3	F = -5	G = 7	H = 5	I = 4
COc1ccc(-c2noc(CSc3nc(-c4ccccc4)cc(=O)[nH]3)n2)cc1
  A = -2[fluorescence artefact?]	B = 1	C = -8	D = 0.06	E = -24	F = 7	G = 5	H = 4	I = 1
CCc1nc(SCC(=O)NCCc2ccccc2)c2oc3ccccc3c2n1
  A = 42[fluorescence artefact?]	B = 3	C = 2	D = -0.56	E = -4	F = -3	G = -8	H = 12	I = -6
Cn1c(SCc2nc(-c3cccs3)no2)nnc1C1CCCCC1
  A = -21	B = 2	C = 4	D = 0.12	E = -20	F = -4	G = 15	H = 10	I = 13
Cc1nc2ccc(F)cc2cc1C(=O)NCC1CCCO1 (configuration not stated)
  A = 3	B = 1	C = 5	D = -0.47	E = -20	F = -7	G = 1	H = -9	I = 10
CCn1cc(C(=O)NCc2ccc3c(c2)OCO3)c(=O)c2cc(S(=O)(=O)N3CCOCC3)ccc21
  A = 8[fluorescence artefact?]	B = -2	C = -4	D = -0.49	E = -14	F = 2	G = 64	H = -2	I = -5
COC(=O)COc1ccc(S(=O)(=O)NCc2ccncc2)cc1
  A = -5	B = -1	C = 8	D = 0.01	E = -29	F = -8	G = -4	H = 21	I = -3
COc1cccc(C2N(c3ccc(Cl)cc3)C(=O)C3CCCN32)c1 (configuration not stated)
  A = .	B = -1	C = 0	D = .	E = -21	F = -2	G = 1	H = -38	I = 9
COc1ccc(/C=N/Nc2ncc(-c3ccccc3)cn2)c(OC)c1
  A = 38[fluorescence artefact?]	B = 40*	C = -7	D = -0.92	E = -10	F = 6	G = -24	H = -18	I = 23

Short keys – A = ERa coact inh; B = FAK inh; C = PTPN22 act; D = Pyk2 oligo antag; E = HUVEC tox TNFa; F = PTPN22 inh 2; G = cytoskel mod; H = HUVEC tox IL1B; I = VCAM1 TNFa inh
CCCCc1nc2ccccc2c(NC(=O)CN2CCCC2)c1CCC
  A = -11	B = 0	C = -4	D = 0.14	E = -3	F = -1	G = -8	H = -34	I = 8
COc1ccc(NC(=O)N2CCCC2C(=O)Nc2ccccc2)cc1 (configuration not stated)
  A = -6	B = -2	C = 17	D = -0.09	E = 12	F = -14	G = -15	H = 12	I = 12
Cc1ccc(C(=O)CSc2nn3c(=O)c(C(C)(C)C)nnc3s2)cc1
  A = 0	B = -7	C = -10	D = 1.8	E = -3	F = 10	G = 0	H = -1	I = 11
CC(C)COc1ccc(C(=O)CCN2CCCCC2)cc1
  A = -6	B = 1	C = 4	D = -0.07	E = -4	F = -6	G = 33	H = -38	I = 14
C=CCn1c(N)c(C(=O)N2CCN(C)CC2)sc1=S
  A = -12	B = -3	C = 29	D = -0.59	E = -15	F = -36	G = 1	H = -38	I = 11
Cc1ccc(OCC(=O)N2CCN(C3=NS(=O)(=O)c4ccccc43)CC2)cc1
  A = 18	B = 1	C = 7	D = 0.37	E = .	F = -8	G = 2	H = 1	I = 2
Cc1cccc(-n2ncc3c(NCCN4CCOCC4)ncnc32)c1
  A = -2	B = -1	C = -2	D = 0.73	E = .	F = 0	G = .	H = -21	I = .
CCOc1ccc(C2=CS/C(=C(\C#N)c3nnc4n3CCCCC4)N2CC)cc1
  A = -34[fluorescence artefact?]	B = 3	C = -1	D = -1.5	E = -14	F = 0	G = -76	H = -24	I = 25
N#Cc1cc([N+](=O)[O-])ccc1Oc1cccc(/C=N/NC(=O)c2ccc(Cl)cc2)c1
  A = .	B = 4	C = -3	D = 1.4	E = -8	F = 6	G = -6	H = -9	I = -9
CCCCNC(=O)CCNC(=O)c1ccc(C(C)(C)C)cc1
  A = 8[fluorescence artefact?]	B = 0	C = 6	D = 0.14	E = -21	F = -6	G = 1	H = 1	I = 6

Some of the entries above, set out differently.
Values in the order: ERa coact inh, FAK inh, PTPN22 act, Pyk2 oligo antag, HUVEC tox TNFa, PTPN22 inh 2, cytoskel mod, HUVEC tox IL1B, VCAM1 TNFa inh
COc1cccc(C2N(c3ccc(Cl)cc3)C(=O)C3CCCN32)c1 (configuration not stated)
 : ., -1, 0, ., -21, -2, 1, -38, 9
COc1ccc(/C=N/Nc2ncc(-c3ccccc3)cn2)c(OC)c1
 : 38[fluorescence artefact?], 40*, -7, -0.92, -10, 6, -24, -18, 23
CCCCc1nc2ccccc2c(NC(=O)CN2CCCC2)c1CCC
 : -11, 0, -4, 0.14, -3, -1, -8, -34, 8
COc1ccc(NC(=O)N2CCCC2C(=O)Nc2ccccc2)cc1 (configuration not stated)
 : -6, -2, 17, -0.09, 12, -14, -15, 12, 12
Cc1ccc(C(=O)CSc2nn3c(=O)c(C(C)(C)C)nnc3s2)cc1
 : 0, -7, -10, 1.8, -3, 10, 0, -1, 11
CC(C)COc1ccc(C(=O)CCN2CCCCC2)cc1
 : -6, 1, 4, -0.07, -4, -6, 33, -38, 14
C=CCn1c(N)c(C(=O)N2CCN(C)CC2)sc1=S
 : -12, -3, 29, -0.59, -15, -36, 1, -38, 11
Cc1ccc(OCC(=O)N2CCN(C3=NS(=O)(=O)c4ccccc43)CC2)cc1
 : 18, 1, 7, 0.37, ., -8, 2, 1, 2
Cc1cccc(-n2ncc3c(NCCN4CCOCC4)ncnc32)c1
 : -2, -1, -2, 0.73, ., 0, ., -21, .
CCOc1ccc(C2=CS/C(=C(\C#N)c3nnc4n3CCCCC4)N2CC)cc1
 : -34[fluorescence artefact?], 3, -1, -1.5, -14, 0, -76, -24, 25
N#Cc1cc([N+](=O)[O-])ccc1Oc1cccc(/C=N/NC(=O)c2ccc(Cl)cc2)c1
 : ., 4, -3, 1.4, -8, 6, -6, -9, -9
CCCCNC(=O)CCNC(=O)c1ccc(C(C)(C)C)cc1
 : 8[fluorescence artefact?], 0, 6, 0.14, -21, -6, 1, 1, 6

Molecules listed so far that have an NH in an aromatic ring (2):
Short keys – A = ERa coact inh; B = FAK inh; C = PTPN22 act; D = Pyk2 oligo antag; E = HUVEC tox TNFa; F = PTPN22 inh 2; G = cytoskel mod; H = HUVEC tox IL1B; I = VCAM1 TNFa inh
CCOC(=O)c1[nH]c(C)c(C(=O)Nc2ccc3c(c2)CCC3)c1C
  A = 5	B = -3	C = 8	D = -0.39	E = -8	F = -9	G = -5	H = -10	I = -4
COc1ccc(-c2noc(CSc3nc(-c4ccccc4)cc(=O)[nH]3)n2)cc1
  A = -2[fluorescence artefact?]	B = 1	C = -8	D = 0.06	E = -24	F = 7	G = 5	H = 4	I = 1

Continued:
SMILES	ERa coact inh	FAK inh	PTPN22 act	Pyk2 oligo antag	HUVEC tox TNFa	PTPN22 inh 2	cytoskel mod	HUVEC tox IL1B	VCAM1 TNFa inh
CCn1c(SCC(=O)OC)nc2sc3c(c2c1=O)CCC3	.	3	4	0.57	-16	-4	30	6	2
COC(=O)Cn1cc(C(=O)OC)cc(Br)c1=O	0[fluorescence artefact?]	5	-4	0.28	-5	2	-12	-13	15
O=C(CS(=O)CC(=O)N(c1ccccc1)C(C(=O)NC1CCCC1)c1cccs1)Nc1ccc(F)cc1 (configuration not stated)	.	2	4	-0.12	-37	0	22	-13	14
O=C(Cc1ccc(Br)cc1)N1CCN(c2ccc(F)cc2)CC1	5[fluorescence artefact?]	-2	-3	0.11	-23	4	.	0	1
Cc1ccc(C2NC(=O)c3c(sc4c3CCN(C)C4)N2)o1 (configuration not stated)	-14[fluorescence artefact?]	0	6	1.2	4	-10	-16	.	3
COc1ccccc1-n1nnnc1SCc1cc2c(cc1Br)OCO2	12[fluorescence artefact?]	0	-2	-2	-12	1	-2	-28	13
O=c1nc2ccccc2c2n1CC(CN1CCN(c3ccccc3F)CC1)N2 (configuration not stated)	.	2	0	-0.56	-19	2	-16	-14	-15
Cc1cc(C)c(S(=O)(=O)Nc2c(C)[nH]c(=O)[nH]c2=O)c(C)c1	.	-7	4	0.32	-19	-1	39	-22	4

SMILES	ERa coact inh	FAK inh	PTPN22 act	Pyk2 oligo antag	HUVEC tox TNFa	PTPN22 inh 2	cytoskel mod	HUVEC tox IL1B	VCAM1 TNFa inh
O=C(CCCCCn1c(SCC(=O)c2ccccc2)nc2ccccc2c1=O)NCc1ccco1	44	7	-3	-1.6	-26	0	3	-6	-2
Cc1ccccc1Cn1c(CN2CCc3ccccc3C2)nc2c1c(=O)n(C)c(=O)n2C	3	8	3	0.03	6	-6	-1	6	-15
Cc1ccccc1OCCn1cnc2c(N)ncnc21	3	0	-6	3.8	-5	6	-9	5	12
COCCCn1c(SCc2cccc(C(F)(F)F)c2)nc2cc(OC)c(OC)cc2c1=N	.	1	-3	-1.8	-4	6	4	-1	-3
C=CCN(C(=O)CNS(=O)(=O)c1ccccc1)C(C(=O)NCCOC)c1ccncc1 (configuration not stated)	-4	-4	6	-0.71	-18	-9	-9	1	13
COC(=O)c1cc(OC)c(OC)cc1NC(=O)CSc1ccccc1	.	-4	0	-0.69	-10	2	12	-42	3
O=C(Cc1cccs1)N1CCC(c2nc3c(nnn3Cc3ccc(F)cc3)c(=O)[nH]2)CC1	.	1	11	0.11	-15	-14	-16	-24	-1
O=C(c1cccc(S(=O)(=O)N2CCCCC2)c1)N1CCCCC1	20	2	5	0.63	-12	-9	3	-31	-12
COc1ccc(NC(=O)Cn2nnc(C(N)=O)c2N)c(OC)c1	-1	1	-8	-0.12	-14	6	-15	-21	9
O=C(NCC(F)(F)F)Nc1cccnc1	-7	0	-6	0.98	-5	9	7	90*	10
CCOC(=O)N1CCc2c(sc3nc4n(c(=O)c23)N=C(C)CS4)C1	.	-1	11	0.31	-5	-6	-13	13	21
